PostGolgi ctrl: yeast control strain growth, post-Golgi counter-screen; efflux-deficient yeast background strain, growth absorbance A615, 16 h; inhibition, % at 10 µM; 98,000 compounds, 5% hits; AID 738
Ecoli WT expand: growth inhibitors of E. coli BW25113 wild type. OD600 absorbance. growth inhibition, % at 100 µM. 98,000 compounds, 0.15% hits. AID 710;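 active = growth inhibition above about 50% at one test dose, limit read from the data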;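 note: growth measured after 20 h incubation at 37 °C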
PostGolgi yeast: growth inhibition of a yeast mutant, post-Golgi transport screen; 98,000 compounds, 0.9% hits; AID 739; inhibition, % at 10 µM; post-Golgi transport phenotypic cell assay;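 note: yeast cells grown in 1536-well plates; yeast grown about 18 h at 30C before absorbance read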
sEH act: activators of human soluble epoxide hydrolase; P34913; purified human sEH enzymatic activity, activator screen; activation, % at 2 µM; 91,000 compounds, 0.04% hits; AID 717; in the data active = activation above about 37%; note: values of inactives mirror those of a sister screen read the other way
sEH inh: blocks human soluble epoxide hydrolase activity. P34913. recombinant human sEH enzymatic activity assay. inhibition, % at 2 µM. 91,000 compounds, 0.34% hits; in the data active = inhibition above about 80%; note: values of inactives mirror those of a sister screen read the other way; many of its hits are not listed in these tables
S1P2 agonist: S1P2 (human) receptor agonism; O95136; S1P2-expressing cell line, agonist reporter read-out; activation, % at 4.5 µM; 97,000 compounds, 0.46% hits; AID 729; in the data active = activation above about 16%;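 note: 0% = vehicle low control and 100% = maximal reference agonist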
Target sequence (O95136 whole entry, looked up): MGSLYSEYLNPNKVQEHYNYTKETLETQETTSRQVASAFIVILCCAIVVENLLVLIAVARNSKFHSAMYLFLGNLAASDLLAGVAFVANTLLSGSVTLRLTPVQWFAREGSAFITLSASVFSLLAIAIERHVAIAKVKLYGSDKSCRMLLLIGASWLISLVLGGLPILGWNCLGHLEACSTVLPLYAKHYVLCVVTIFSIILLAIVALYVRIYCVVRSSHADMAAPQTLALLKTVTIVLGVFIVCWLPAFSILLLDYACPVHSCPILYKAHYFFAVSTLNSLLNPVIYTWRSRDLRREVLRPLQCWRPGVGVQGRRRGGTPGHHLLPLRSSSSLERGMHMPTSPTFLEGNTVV
PLAP act: activators of human placental alkaline phosphatase | activation fold at 20 µM | 96,000 compounds, 1.2% hits | purified PLAP enzyme, luminescent substrate read-out; stronger effect = higher value | P05187 | AID 696; in the data active = activation fold above about 2
S1P2 antag: S1P2 (human) receptor antagonism | cell-based S1P2 antagonist assay, inhibition at 5 uM | inhibition, % at 5 µM | 97,000 compounds, 0.21% hits; in the data active = inhibition above about 45%;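 note: CRE beta-lactamase reporter cells expressing human S1P2 stimulated with S1P; 0% = agonist at EC80 alone and 100% = agonist plus reference antagonist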
CD11b adhes inh: CD11b/CD18-fibrinogen binding inhibition; K562 CD11b/CD18 adhesion to fibrinogen, ATPlite luminescence; Mn2+ added to activate the integrin; inhibition, % at 10 µM; AID 1497; P05107+P11215; 93,000 compounds, 0.54% hits;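 active = primary inhibition of 50% or more at 10 µM, then 40% or more on retest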; note: some results filed as inactive read as strong as hits
Target sequence (P05107 whole entry, looked up, other chains not shown): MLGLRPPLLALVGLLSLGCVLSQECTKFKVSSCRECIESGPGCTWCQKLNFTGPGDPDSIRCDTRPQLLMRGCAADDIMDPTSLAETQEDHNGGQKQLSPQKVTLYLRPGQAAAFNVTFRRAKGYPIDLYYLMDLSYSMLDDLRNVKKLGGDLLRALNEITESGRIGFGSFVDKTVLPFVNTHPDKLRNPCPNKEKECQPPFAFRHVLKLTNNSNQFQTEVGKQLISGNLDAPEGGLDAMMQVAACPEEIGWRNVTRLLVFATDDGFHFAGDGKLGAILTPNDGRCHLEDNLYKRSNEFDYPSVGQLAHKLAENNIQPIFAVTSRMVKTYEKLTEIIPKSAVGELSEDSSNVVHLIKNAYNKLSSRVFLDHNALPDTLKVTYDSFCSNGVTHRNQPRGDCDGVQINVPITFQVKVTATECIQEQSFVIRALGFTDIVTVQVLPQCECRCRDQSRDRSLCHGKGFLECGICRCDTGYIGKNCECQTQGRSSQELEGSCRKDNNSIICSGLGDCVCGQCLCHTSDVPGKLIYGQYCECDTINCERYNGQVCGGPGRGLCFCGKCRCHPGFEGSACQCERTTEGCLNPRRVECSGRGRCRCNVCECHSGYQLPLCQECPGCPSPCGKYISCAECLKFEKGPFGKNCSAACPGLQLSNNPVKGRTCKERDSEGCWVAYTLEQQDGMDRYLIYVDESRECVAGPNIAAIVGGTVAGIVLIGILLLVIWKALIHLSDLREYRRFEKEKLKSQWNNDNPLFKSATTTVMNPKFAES
The depositor's hits bear a star; x = not tested or not shown. Cut-off read from the data, not from the text of the source, unless noted: active = inhibition above about 30%; inactive = the rest.

Structure,S1P2 antag,Ecoli WT expand,CD11b adhes inh,PostGolgi ctrl,sEH inh,sEH act,S1P2 agonist,PostGolgi yeast,PLAP act
COc1ccc(OC)c2[nH]c(=O)c(CCNC(C)=O)cc12,x,-3,-14,-7,x,x,x,2,1
O=C(Nc1ccccc1N1CCOCC1)C1Cc2ccccc2CN1C(=O)c1ccco1 (stereo not drawn),-22,-2,-4,4,8,-7,-3,9,1.5
Cc1ccc(-c2nc3ccccc3s2)cc1NC(=O)c1cc(-n2cnnc2)ccc1Cl,38,-8,x,11,21,-20,-8,-12,1
CC(=O)Oc1ccc2oc(=O)c3c(c2c1)CCCN3C(=O)CN1CCN(c2ncccn2)CC1,7,22,x,8,0,2,-5,22,1.1
CC(=O)c1ccc(N(C(=O)Cc2c[nH]c3ccccc23)C(C(=O)NC2CCCCC2)c2cccs2)cc1 (stereo not drawn),-9,5,-1,-3,17,-14,-7,2,1.2
O=[N+]([O-])c1ccc2nc(SCc3ccccc3Cl)sc2c1,-9,-10,x,12,-6,8,-5,6,0.3
CCN(CC)c1ccc(/C=N/NC(=S)NCc2ccccc2)cc1,-1,-1,11,10,14,-12,3,-4,1.1
COc1ccc(OC)c(NC(=O)CSCC(=O)O)c1,x,-2,-14,4,x,x,x,3,0.9
N#Cc1ccsc1NC(=O)c1ccccn1,13,2,5,-5,5,-5,-3,-5,1.5
CC(/C=N/NC(=O)c1cc(-c2ccncc2)nc2ccccc12)=C\c1ccco1,-4,-9,25,13,10,-8,-4,-1,1.5
CCCc1cc(C(=O)NNC(=S)NCc2ccccc2)cs1,-2,1,11,9,11,-9,-2,15,0.9
Cc1ccccc1-c1noc(-c2ccccc2F)n1,5,6,4,4,-10,8,1,3,0.8
O=C1C=C(Nc2ccc(Cl)cc2)CC(c2ccco2)C1 (stereo not drawn),-19,x,x,x,10,-10,-2,x,x
COc1ccc(OC)c(C2C(C(C)=O)=C(O)C(=O)N2c2ccc(O)cc2)c1 (stereo not drawn),3,-4,1,-9,11,-10,-4,-3,1
COc1ccc(CSc2nc(C)cc(=O)[nH]2)cc1,15,-2,-8,3,2,-1,-1,13,1.2
OC(COc1ccc2cc(Br)ccc2c1)CN1CCN(c2ccccn2)CC1 (stereo not drawn),-12,-7,x,37*,12,-12,-7,0,1.5
Cc1ccc(-n2[nH]c(C)c(C=Nc3ccc(C)cn3)c2=O)cc1,x,-6,-1,15,x,x,x,0,1.4
CCCCCOC(=O)C1=C(C)N(C)C(=O)NC1c1cc(Br)c(O)c(OC)c1 (stereo not drawn),-11,-3,9,10,-6,4,-5,15,1.2
CC(C)(C)c1ccc(-c2nc(C#N)c(NCc3cccnc3)o2)cc1,-13,2,8,23,4,-2,1,12,1.8
CCC(SCC(=O)OC)C(=O)Nc1nnc(C(C)C)s1 (stereo not drawn),-4,-3,-9,1,10,-7,-3,2,0.9
O=C(CCCC(=O)N(CC(=O)NC1CCCC1)Cc1ccc(F)cc1)Nc1ccccn1,8,2,-5,19,x,x,-2,-16,1.7
CCCOc1ccc(N2C(=O)CC(S/C(N)=N/N=C(\C)c3cccs3)C2=O)cc1 (stereo not drawn),9,-9,x,2,-4,7,-6,-6,1.2
O=c1c2c3c(sc2nc2n1CCCCC2)CCC3,-27,-1,23,-2,9,-13,1,-1,1.1
O=C(CSc1ncccc1C(=O)O)NCc1ccc(F)cc1,13,-5,-3,5,-4,5,-5,-12,0.9
Fc1ccccc1COc1ccccc1CNCc1ccncc1,20,8,22,11,5,-3,-10,2,1.2

Rewritten as labelled records: part of the list above.
Structure: O=C(Nc1ccccc1N1CCOCC1)C1Cc2ccccc2CN1C(=O)c1ccco1 (stereo not drawn)
  S1P2 antag: -22	Ecoli WT expand: -2	CD11b adhes inh: -4	PostGolgi ctrl: 4	sEH inh: 8	sEH act: -7	S1P2 agonist: -3	PostGolgi yeast: 9	PLAP act: 1.5

Structure: COc1ccc(OC)c2[nH]c(=O)c(CCNC(C)=O)cc12
  S1P2 antag: x	Ecoli WT expand: -3	CD11b adhes inh: -14	PostGolgi ctrl: -7	sEH inh: x	sEH act: x	S1P2 agonist: x	PostGolgi yeast: 2	PLAP act: 1

Structure: COc1ccc(OC)c(C2C(C(C)=O)=C(O)C(=O)N2c2ccc(O)cc2)c1 (stereo not drawn)
  S1P2 antag: 3	Ecoli WT expand: -4	CD11b adhes inh: 1	PostGolgi ctrl: -9	sEH inh: 11	sEH act: -10	S1P2 agonist: -4	PostGolgi yeast: -3	PLAP act: 1

Next compounds follow.
Structure,S1P2 antag,Ecoli WT expand,CD11b adhes inh,PostGolgi ctrl,sEH inh,sEH act,S1P2 agonist,PostGolgi yeast,PLAP act
O=C(O)C1C2CCCCC2=C2CCCCC2C1C(=O)O (stereo not drawn),15,-3,-2,5,-2,3,-3,5,0.9
CC(C)(C)c1ccc(C(=O)Nc2ccc(CC(=O)O)cc2)o1,3,2,0,2,33,-32,-1,-6,1.1
O=C(CSc1nc2cccnc2n1Cc1ccccc1)N1CCCC1,1,1,x,5,-14,12,-3,-2,0.9
O=c1[nH]nc(Cc2ccc(Cl)cc2)c2ccccc12,-8,x,x,x,3,0,-1,x,x
CCC(=O)n1nc(NCc2ccccc2OC)nc1NCc1ccccc1OC,-3,-25,-8,22,-2,5,-5,-4,1.1
OCCn1c(C(F)(F)F)nc2ccccc21,-8,x,x,x,-11,12,-1,x,x
O=C(CSCCc1ccccn1)Nc1ccccn1,6,2,0,0,x,x,-9,-2,1
Cc1ccc(NC(=O)COS(=O)c2ccc(C)cc2)cc1 (stereo not drawn),-9,4,-21,-4,-1,1,-4,-1,0.9
CC(C)Nc1nc2n(c(=O)n1)CCN2C(C)C,19,-3,1,3,-1,-3,-2,3,1.1
COC(=O)c1sc(NC(=O)C(C)C)c(C(=O)OC)c1C,-8,4,9,1,-12,12,1,-1,1
Cc1ccc(NC(=O)/C(=C/c2cccc([N+](=O)[O-])c2)NC(=O)C2CCCCC2)cc1,-2,-5,-5,16,6,-4,-12,0,0.8
S=C(c1ccc(N2CCCC2)cc1)N1CCCCC1,-5,-5,6,11,-3,0,-4,-10,0.8
Cc1ccc(-n2c(C)cc(/C=N/NC(=O)c3ccncc3)c2C)cc1,-10,-5,-3,3,21,-22,-2,-9,1.5
CCOC(=O)c1cnn(-c2cc(C)nc3c(-c4ccccc4)cnn23)c1N,-19,1,-21,1,-20,20,0,-9,0.8
CCOC(=O)c1sc2ncn(C(CC)C(=O)OC)c(=O)c2c1C (stereo not drawn),-1,1,10,1,10,-10,-4,5,1.5
COc1ccc(OC)c(C2CC(=O)C3=C(C2)NC(=O)CC3c2ccc(O)c(OC)c2)c1 (stereo not drawn),-12,5,x,18,25,-25,-1,3,1.2
COCc1cc(C)nc2sc3c(=O)oc(C)nc3c12,-16,4,-10,-2,-2,1,3,21,1.1
O=C(NNC1=C(C(=O)C(F)(F)F)CCC1)c1cccc(O)c1,-9,x,x,x,21,-19,-5,x,x
O=C(Nc1ccc(F)cc1F)N1CCCCC1c1cccnc1 (stereo not drawn),-6,6,-2,0,46,-46,-8,3,0.8
Cc1nc2c(-c3ccc(F)cc3)c(C)nn2c(N2CCOCC2)c1C,7,0,1,14,0,0,-3,1,1
CSc1ccc(/C=C/C(=O)c2ccc(NC(=O)C(C)C)cc2)cc1,1,-20,-6,11,-12,13,-8,-1,1
O=C(OC1CCOC1=O)c1cc(-c2ccccc2)nc2ccccc12 (stereo not drawn),-4,-3,0,8,-6,8,1,-8,1.5
CCn1c(SCC(=O)OC(C)C)nnc1-c1cccc(Cl)c1,x,2,-4,8,x,x,x,1,1
COc1ccccc1N1C(=O)N(C(C)=O)C2C1Nc1ccccc1N2C (stereo not drawn),-4,11,7,-3,7,-10,-3,5,1.4
CCCCc1ccc(CC2S/C(=C(\C#N)C(=O)N3CCOCC3)N(c3ccccc3)C2=O)cc1 (stereo not drawn),17,2,1,37*,6,-9,-3,-6,1.6

Remaining list, next part
Structure,S1P2 antag,Ecoli WT expand,CD11b adhes inh,PostGolgi ctrl,sEH inh,sEH act,S1P2 agonist,PostGolgi yeast,PLAP act
CCOC(=O)c1cnc(-n2nc(C)cc2C)nc1N1CCOCC1,-2,5,-6,-3,-16,16,0,2,1.2
Cc1cc(=O)oc2cc(OCC3CC(c4ccccc4)=NO3)ccc12 (stereo not drawn),-23,2,13,5,-2,2,-2,0,0.7
COc1ccc(Cl)cc1NC(=O)CS(=O)(=O)c1cccc2nsnc12,14,-7,5,4,-1,4,-6,3,1
Cc1ccc(C(=O)c2cc([N+](=O)[O-])ccc2N2CCN(C)CC2)cc1,20,14,x,5,7,-6,-8,-1,1.2
CC(C)(C)N(NC(=O)Nc1ccc(Cl)c(Cl)c1)C(=O)c1ccccc1,30,-4,x,12,11,-8,-4,7,1.1
COc1cc(CNn2nnnc2N)ccc1OCc1c(Cl)cccc1Cl,10,0,12,6,3,-2,-2,8,0.8
O=C(Nc1nccs1)C1CC(=O)N(c2ccccc2Cl)C1 (stereo not drawn),10,0,-6,21,-4,4,-5,2,1
COc1ccc(OCCNS(=O)(=O)c2ccccc2)cc1,15,7,-3,-4,-3,4,-2,6,0.7
CCOc1ccc(NC(=O)CC2C(=O)N(c3ccccc3)C(=S)N2Cc2ccccn2)cc1 (stereo not drawn),-12,9,x,10,-2,5,-9,5,1.4
Cc1ccc2oc(=O)cc(CN3CCOCC3)c2c1,14,-5,-10,9,6,-7,-8,-7,0.9
N#CC(c1nc2ccccc2nc1N1CCCC1)S(=O)(=O)c1ccccc1 (stereo not drawn),12,10,x,31*,x,x,-3,-1,1.4
CCC(C)(C)n1nnnc1C(c1ccc(C)cc1)N1CCCC1 (stereo not drawn),4,3,-10,3,x,x,-6,3,1.6
CCN1CCCC1CNC(=O)c1ccc(CS(=O)(=O)c2ccccc2C)o1 (stereo not drawn),x,8,11,-9,x,x,x,-9,1.8
COc1cc(CSc2nnnn2-c2ccc(C)cc2)cc(OC)c1OC,x,-10,97,3,x,x,x,-7,1.4
CCOc1ccc2nc(SCC(=O)N3CCCc4ccccc43)sc2c1,7,-17,x,10,10,-10,-3,-4,1
COc1ccc(S(=O)(=O)N(C)c2ccc(C(=O)NCCC(C)C)cc2)cc1,-2,-2,-8,22,64,-63,-4,-3,1.9
c1ccc2c(c1)nc(NC1CCCCC1)c1nncn12,-6,5,-5,x,-3,3,1,-5,1
O=C(CCn1c(=O)[nH]c2ccccc2c1=O)N1CCN(c2ccc(Cl)cc2)CC1,7,-5,-3,0,-18,15,-5,2,0.8
Cc1ccc(S(=O)(=O)NNC(=S)Nc2ccccc2)cc1,-12,-3,2,8,-11,11,-8,-1,1.6
Cc1cc(C=C2C(=O)c3ccccc3C2=O)c(C)n1-c1ccccc1,-4,-9,x,8,-4,6,-5,8,0.8
CCN1CCN(Cc2c(O)ccc3c(=O)c(-c4ccc(OC)c(OC)c4)c(C(F)(F)F)oc23)CC1,-17,5,0,4,-4,2,-4,2,1.4
CCn1nnnc1SCC(=O)NCc1ccc2c(c1)OCO2,-21,x,x,x,-3,9,-2,x,x
O=C(c1ccc(Cl)c(S(=O)(=O)N2CCCCCC2)c1)N1CCN(CCO)CC1,-36,2,13,5,1,1,-5,-4,1.6
CCn1nc(C)c(NC(=O)c2cc(Br)ccc2Cl)c1C,x,-6,-3,7,x,x,x,7,1
COc1ccc(N/C=C2/CCCCC2=O)cc1,-26,3,3,1,-31,29,-6,22,1.6

Remaining list, next part
Structure,S1P2 antag,Ecoli WT expand,CD11b adhes inh,PostGolgi ctrl,sEH inh,sEH act,S1P2 agonist,PostGolgi yeast,PLAP act
Cc1cc2cc(C(c3nnnn3C(C)(C)C)N(Cc3ccco3)CC3CCCO3)c(=O)[nH]c2cc1C (stereo not drawn),6,-4,x,6,13,-11,1,-8,1.4
CC(C)(Oc1ccc(Br)cc1)C(=O)N1CCc2ccccc21,-26,-7,1,-2,6,-9,1,2,0.8
N#Cc1c(SCC(=O)O)nc(N2CCCCC2)c2c1CCCC2,-12,-6,-6,9,-7,11,-8,3,1.3
CCOC(=O)C1CCCN(C(=O)c2cn(C)c3ccc(S(=O)(=O)N(C)C)cc3c2=O)C1 (stereo not drawn),-28,5,-3,19,4,-1,-1,-4,1.3
CC(C)CCNS(=O)(=O)c1ccc(-c2ccc(S(=O)(=O)NCCC(C)C)cc2)cc1,2,-2,-4,-6,25,-27,-7,-11,0.8
O=C(Nc1ccc2c(c1)C(=O)N(c1ccccc1)C2=O)C1CCCO1 (stereo not drawn),13,x,x,x,3,-4,0,x,x
